HT1080 IDH1KD tx – toxicity to HT-1080 IDH1 knockdown cells (counter line). HT-1080 IDH1 knockdown viability, ATP luminescence, 48 h. Potency, µM (titrated, usually from 46.1 µM), without a hit: at the top dose activity, negative = toxicity, most hits filed as cytotoxic. hit rate 2% among 360,000;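 note: potency is the fitted concentration of half-maximal effect; 0% = DMSO wells and -100% = cell-free medium wells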
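Cytotoxicity counter-line: IDH1KD HT-1080, 48 h, CellTiter-Glo. Curves classed by r2, magnitude and activity.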
D3 ag – activates the human D3 dopamine receptor; P35462; D3R DiscoveRx beta-arrestin cells, luminescence, 90 min; max activation, %; hit rate 0.58% among 410,000; in the data active = max activation above about 30%; note: 0% is about no effect; mostly tested at two doses, the higher about 12 µM
Target sequence (P35462 whole entry, looked up): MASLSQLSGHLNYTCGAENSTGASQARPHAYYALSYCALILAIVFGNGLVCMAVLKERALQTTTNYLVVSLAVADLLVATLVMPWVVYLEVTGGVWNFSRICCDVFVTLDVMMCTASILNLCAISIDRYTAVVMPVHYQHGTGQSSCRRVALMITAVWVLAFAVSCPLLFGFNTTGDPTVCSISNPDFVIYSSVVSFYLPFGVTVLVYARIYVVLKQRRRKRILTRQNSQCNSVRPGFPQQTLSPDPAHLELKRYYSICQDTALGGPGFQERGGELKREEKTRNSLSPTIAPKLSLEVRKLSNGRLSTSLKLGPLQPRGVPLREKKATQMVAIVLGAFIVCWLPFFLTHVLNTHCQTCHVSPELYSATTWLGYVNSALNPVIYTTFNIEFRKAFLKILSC
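Agonist-mode cell screen: cells plated at 1500/well and incubated overnight at 37 °C, then exposed to library compounds for 90 min at 37 °C. Detection reagent was added for 30–60 min at room temperature, and luminescence was read.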
MCF10A rerep – inducers of DNA re-replication in MCF 10A breast cells; MCF 10A DNA re-replication, Hoechst nuclear intensity, 48 h; Potency, µM (series often up to 46.1 µM), for the others: at the top dose activity, positive = re-replication, most hits filed as activators; hit rate 2.9% among 350,000; note: potency is the fitted concentration of half-maximal effect; % of control where 0% means no effect; nearly all actives have a fitted effect of over 50% in size
HEK293 tox – cytotoxicity in counter-screen for GLP-1R inverse agonists; HEK293 cAMP-luciferase reporter cells, luminescence, 24 h; Potency, µM (top dose mostly 38.3 µM), without a hit: at the highest dose activity change, negative = inhibition, actives largely listed as inhibitors; hit rate 0.13% among 410,000; AID 624418;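 note: loss of luciferase light is scored as toxicity; potency is the fitted concentration of half-maximal effect; % is set by controls: 0 for no effect and ±100 for the full control effect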
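Seeding density was 200 cells/uL; after overnight-length (12 h) culture, 23 nL compounds went on for 24 h at 37 °C. Readout used a luciferase detection reagent, luminescence taken after 12 min at room temperature.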
HT1080NT lethal – kills 2HG-producing HT-1080-NT fibrosarcoma cells; HT-1080-NT fibrosarcoma viability, CellTiter-Glo ATP luminescence, 48 h; Potency, µM (series often up to 46.1 µM), for the others: at the highest dose activity, negative = less viability, most hits filed as cytotoxic; hit rate 1.6% among 360,000;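 note: NT is the 2HG producing partner of a matched IDH1 knockdown line; potency is the fitted concentration of half-maximal effect; 0% = DMSO-treated cells and -100% = media-only wells without cells; nearly all actives have a fitted effect of over 55% in size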
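HT-1080-NT; 750 cells/well; 5% FBS RPMI; 48 h compound, 37 degrees C; CellTiter-Glo luminescence; curve fitting and curve-class assignment.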
KB-V1 cytotox – KB-V1 MDR subline cytotoxicity; hit rate 3.4% among 400,000; KB-V1 MDR cells viability, CellTiter-Glo, 72 h; Potency, µM (titrated, usually from 46.1 µM), without a hit: top-dose activity change, negative = cytotoxicity, actives largely listed as cytotoxic; note: potency is the fitted concentration of half-maximal effect; % is set by controls: 0 for no effect and ±100 for the full control effect; nearly all actives have a fitted effect of over 60% in size
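KB-V1 MDR subline cells in DMEM (phenol-red free, 10% FBS) exposed to compounds in qHTS concentration series for 72 h at 37 degrees C. Viability read by CellTiter-Glo luminescence; concentration-effect curves fitted after normalization and correction.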
SW480 rereplic – inducers of DNA re-replication in SW480 colon cancer cells; SW480 DNA re-replication, Hoechst DNA content imaging, 48 h; Potency, µM (titrated, usually from 46.1 µM), without a hit: at the highest dose re-replication activation, usual class: activators; hit rate 1.8% among 340,000; note: potency is the fitted concentration of half-maximal effect; % of control where 0% means no effect; nearly all actives have a fitted effect of over 55% in size
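Treated cells incubate 48 hr (37 C, 5% CO2), are stained 40 min with Hoechst, and nuclear fluorescence is enumerated; a rise in nuclei with high DNA signal marks re-replication.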
KB-3-1 tox – KB-3-1 parental cell cytotoxicity; KB-3-1 viability, CellTiter-Glo ATP luminescence, 72 h; AID 1347075; Potency, µM (titrated, usually from 46.1 µM), without a hit: at the highest dose activity change, negative = cytotoxic, hits mostly cytotoxic; hit rate 1.4% among 400,000; note: potency is the fitted concentration of half-maximal effect; % is set by controls: 0 for no effect and ±100 for the full control effect; nearly all actives have a fitted effect of over 60% in size
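Multi-concentration cytotoxicity screen in KB-3-1 cells grown in DMEM lacking phenol red with 10% FBS. After 72 h at 37 °C with compound, ATP-dependent luminescence was recorded.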
IL-1B inflam inh – inflammasome signaling inhibition, IL-1 beta readout. THP-1 LPS/ATP IL-1B secretion, AlphaLISA, 16 h; hits give low values. activity change, % at 57.5 µM. hit rate 4.7% among 360,000. AID 743279; in the data active = activity change below about -50%; inconclusive = mostly about -30% to -49%; note: % is set by controls: 0 for no effect and ±100 for the full control effect
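Secreted IL-1B measured by AlphaLISA bead assay after 16 h compound exposure of THP-1 cells; compounds (final up to 57.5 uM) added 1 h before LPS (250 ng/mL) and ATP (1.25 mM) stimulation; lower signal means less secretion.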
Numbers without * were called inactive; i = inactive; ? = inconclusive; nt = not tested or not shown; [ ] = dose if it differs, or a comment. Unless noted, calls come from the whole dose curve; as a rule, active = well fitted curve in the direction sought with a large enough effect; inconclusive = small, poorly fitted or top-dose-only effect, or another doubt; inactive = no such curve, though single readings can be large; an effect the other way counts as inactive or inconclusive.

SMILES	HT1080 IDH1KD tx	D3 ag	MCF10A rerep	HEK293 tox	HT1080NT lethal	KB-V1 cytotox	SW480 rereplic	KB-3-1 tox	IL-1B inflam inh
CCOc1ccc(NC(=O)C(C)SC(N)=O)cc1 (stereo not drawn)	?	-17.6	-2.6%	6.3%	?	0.2%	1.5%	-8.5%	20.5
O=C(O)C1CCCCC1C(=O)Nc1cccc(Cl)c1Cl (stereo not drawn)	-4.5%	0.7	1.8%	5.6%	-5.7%	-29.2%	-9.1%	-3.6%	39.7
Cc1cn([C@H]2C[C@H](O)[C@@H](CNS(=O)(=O)c3ccc(NS(=O)(=O)N(C)C)cc3)O2)c(=O)[nH]c1=O	-1.3%	-3.4	nt	11.9%	-5.2%	-12.5%	nt	-6.5%	-20.6
Cc1ccc(S(=O)(=O)N2CCC(C(=O)NCCN3CCCCCC3)CC2)cc1	12.8%	-6.7	-1.8%	4.1%	0.3%	-8.4%	-2.8%	-3.4%	-18.5
COc1ccc2nc(SCC(=O)NC(C)(C)C)[nH]c2c1	0.0%	-2.7	8.2µM*	-29.1%	0.0%	1.1%	?	-1.3%	17.4
O=C(NCC1CCCO1)C1CCN(C(=O)c2ccc(Br)cc2)CC1 (stereo not drawn)	-4.9%	4.7	-10.2%	0.2%	3.3%	-5.6%	1.9%	9.3%	9.3
O=C(CN(C(=O)c1csnn1)c1ccccc1)NCc1ccc2c(c1)OCO2	16.8%	-8.5	?	-4.4%	0.0%	7.7%	-1.1%	-2.0%	-7.0
CC(C)COC(=O)N(C)C[C@@H]1OCc2cnnn2CCCC(=O)N([C@H](C)CO)C[C@H]1C	8.2%	4.0	nt	1.9%	9.6%	40.0%	nt	?	0.2
Cc1cc(N2CCN(S(=O)(=O)c3ccc(Br)cc3)CC2)n2ncnc2n1	-8.8%	-8.1	7.3%	0.2%	-6.4%	?	-2.3%	-2.1%	-4.2
Fc1cc2ncn(Cc3ccccc3)c2cc1F	2.4%	6.9	-4.2%	-5.1%	-1.3%	1.0%	-1.5%	-2.9%	14.7
NC(=O)/C(=C\c1cccnc1)NC(=O)c1ccccc1	0.6%	0.4	0.3%	-2.8%	18.4%	13.1%	-8.8%	-3.5%	-15.8
Cc1ccc(NC(=O)Nc2sc(=S)n(C)c2C)cc1	-27.9%	-12.6	7.7%	-26.0%	-12.7%	10.6%	?	-0.6%	-9.1
COc1cc(SC)ccc1C(=O)N(C)Cc1ccccc1	6.9%	-3.3	6.9%	0.8%	8.1%	-4.9%	4.5%	8.4%	-9.1
COc1ccc(C(=O)C=CNNC(=O)c2ccc(Cl)cc2)cc1	?	-12.1	5.8µM*	?	-28.2%	?	3.66µM*	?	147.8
COc1cccc(CN(C)C(=O)c2cccc(S(=O)(=O)N3CCN(c4ccc(F)cc4)CC3)c2)c1OC	-3.3%	5.8	-20.3%	-12.3%	-1.4%	?	-11.4%	?	?
CN(C)c1cc2c(cc1NC(=O)c1ccccc1Cl)n(C)c(=O)n2C	-5.9%	8.3	2.7%	4.2%	0.7%	-23.9%	-9.1%	-10.4%	20.4
OCCNC(=S)Nc1ccc2nsnc2c1	19.4%	5.7	-0.7%	-9.0%	18.2%	48.0%	-1.3%	-5.4%	13.7
O=C(NCC(=O)c1ccccc1)OCc1ccc([N+](=O)[O-])cc1	-3.4%	-2.5	-16.8%	0.7%	-5.1%	-11.6%	-11.1%	-10.1%	11.8
O=C(O)C1CCN(C(=O)CSc2nc3ccccc3c(=O)n2Cc2ccccc2)CC1	8.3%	2.8	27.4%	-6.6%	4.9%	-4.4%	-2.7%	8.0%	25.6
O=C(O)c1ccc(-c2nc(-c3ccccc3)cs2)cc1	?	7.1	6.5%	-0.9%	-1.6%	?	-3.1%	-16.5%	-20.0
O=C(CSc1nc2ncc(Br)cc2[nH]1)Nc1ccc2c(c1)OCO2	1.2%	5.0	4.2%	-5.2%	-1.6%	-26.7%	21.5%	5.6%	-7.4
Cc1nc(SCC(=O)NCc2ccccc2)c2oc3ccccc3c2n1	0.1%	1.4	-184.9%[0.0737 µM]	7.3%	0.2%	-13.3%	-11.7%	12.0%	-9.3
CSc1ncc2[nH]c(C(O)c3ccccc3)nc2n1 (stereo not drawn)	-7.0%	5.4	2.0%	-17.6%	?	8.2µM*	0.3%	3.26µM*	33.6
Cc1oc(-c2cccc3ccccc23)nc1CN1CCC[C@H]1CO	-7.7%	-8.8	16.2%	-10.6%	-23.6%	7.8%	-1.7%	4.7%	54.3
Cc1ccccc1NC(=O)c1ccc2c(c1)C(=O)N(CCC(C)C)C2=O	-7.3%[9.24 µM]	4.6	0.5%	-0.7%	-1.0%	-13.4%	-7.6%	18.9%	4.4
O=C(CSc1nc(-c2ccccc2)c(-c2ccccc2)[nH]1)NCCN1C(=O)CSC1=O	6.51µM*	1.2	?	?	4.61µM*	?	?	3.66µM*	4.0
Cc1cc(C)cc(NC(=O)C(c2ccccc2)N2CCN(CC(=O)NC3CC3)CC2)c1 (stereo not drawn)	-3.0%	-12.3	4.2%	-31.8%	-7.3%	16.4µM*	4.2%	5.0%	7.2
COC(CNC(=O)C(=O)Nc1cc2c3c(c1)CC(=O)N3CCC2)OC	1.2%	-13.1	1.1%	0.6%	5.9%	19.4%	-2.9%	-0.6%	10.9
CC1(C(=O)NS(=O)(=O)c2cccc(C#N)c2)CCN1C(=O)Cc1ccccc1 (stereo not drawn)	25.0%	0.0	nt	-12.6%	5.8%	-1.2%	nt	0.0%	14.3
COc1ccc(NC(=O)Cn2c(=O)c3ccccc3n3nncc23)c(OC)c1	nt	-5.3	nt	2.5%	nt	27.6%	nt	6.5%	nt

Continued; it opens with the three that closed the last part.
SMILES	HT1080 IDH1KD tx	D3 ag	MCF10A rerep	HEK293 tox	HT1080NT lethal	KB-V1 cytotox	SW480 rereplic	KB-3-1 tox	IL-1B inflam inh
COC(CNC(=O)C(=O)Nc1cc2c3c(c1)CC(=O)N3CCC2)OC	1.2%	-13.1	1.1%	0.6%	5.9%	19.4%	-2.9%	-0.6%	10.9
CC1(C(=O)NS(=O)(=O)c2cccc(C#N)c2)CCN1C(=O)Cc1ccccc1 (stereo not drawn)	25.0%	0.0	nt	-12.6%	5.8%	-1.2%	nt	0.0%	14.3
COc1ccc(NC(=O)Cn2c(=O)c3ccccc3n3nncc23)c(OC)c1	nt	-5.3	nt	2.5%	nt	27.6%	nt	6.5%	nt
Fc1ccccc1NC(=S)N1CCOCC1	6.4%	-3.6	-3.9%	15.2%	?	-13.4%	-4.7%	5.7%	-0.5
O=C(N/N=C/c1cccc2cccnc12)[C@H]1C[C@@H]1c1ccccc1	?	4.1	9.7%	22.0%	?	-9.5%	17.7%	?	107.1
COc1ccc(Nc2cc(C(=O)NCc3cccs3)c3ccccc3n2)cc1	nt	-2.6	nt	49.6%[activator]	nt	-4.1%	nt	2.9%	nt
Cc1nccn1CC(=O)N/N=C/c1cc(Br)cs1	14.8%	-6.3	-1.0%	?	1.0%	-8.4%	-14.7%	1.6%	nt
CCCCn1c(=O)[nH]c(=O)c2c1nc(-c1ccc(OC(F)F)c(OC)c1)n2C	1.6%	-1.6	4.6%	3.1%	11.6%	13.4%	-9.8%	0.0%	57.0
COc1ccc(CC(CC(=O)O)C(=O)NCc2ccccc2)cc1 (stereo not drawn)	0.0%	-8.7	12.1%	-7.9%	3.8%	-23.6%	-3.0%	1.1%	5.9
Cc1ccc(OCC(=O)NC2CCCc3ccccc32)c(C)c1 (stereo not drawn)	-23.0%	0.3	0.7%	27.5%	-22.7%	-3.9%	10.7%	14.4%	?
CCc1cc(=O)oc2cc(C)cc(OCC(=O)NC(Cc3c[nH]c4ccc(O)cc34)C(=O)O)c12 (stereo not drawn)	9.0%	22.8	-73.8%[inhibitor]	6.1%	7.0%	14.5%	-3.5%	0.0%	1.7
C[C@@H]1O[C@@H](Oc2c(-c3cc(O)c(O)c(O)c3)oc3cc(O)cc(O)c3c2=O)[C@H](O)[C@H](O)[C@H]1O	6.0%	17.8	-21.1%	?	9.3%	0.6%	2.0%	-1.7%	8.6
C=CCn1c(SCC(=O)NC2CCCC2)nc2c([nH]c3ccccc32)c1=O	-10.5%	7.0	-27.8%	3.8%	-9.8%	-19.8%	-28.5%	-5.7%	i
COc1ccc2c(c1)nc(-c1cccc(Br)c1)c(=O)n2C(c1ccccn1)c1nc2ccccc2[nH]1 (stereo not drawn)	-12.8%	-10.5	nt	0.7%	-5.2%	-15.9%	nt	-1.5%	-1.7
CCn1c(SCC(=O)Nc2ccc(OC)c(OC)c2)nnc1-c1ccco1	-3.4%	1.7	0.4%	5.7%	0.9%	-25.5%	3.0%	0.0%	-9.3
CC(=O)NCCOc1cccc2ccccc12	-2.1%	0.6	-0.7%	0.5%	0.5%[9.24 µM]	-10.9%	-2.3%	6.6%	3.9
Cc1[nH]n2c(=O)cc(Cc3ccccc3)nc2c1C#N	28.2%	3.0	0.1%	2.9%	19.3%	0.9%	-38.6%[inhibitor]	6.1%	5.3
c1ccc(-c2cc(-c3cc(-c4ccccc4)on3)no2)cc1	13.4%	5.0	nt	-6.4%	6.9%	8.5%	nt	10.4%	-9.3
CCSc1ccc(NC(=O)c2cccnc2)cc1	?	-2.2	-5.5%	-21.3%	?	8.5%	-4.6%	10.5%	-10.5
O=C(c1ccoc1)N1CCC2(CC1)Oc1ccc(F)cc1C(=O)C21CC(c2ccc(Cl)cc2)=NO1 (stereo not drawn)	-11.0%	-5.1	-29.1%	-10.1%	-0.6%	-8.8%	-47.3%[inhibitor][9.22 µM]	-22.0%	-56.4*
CSc1nc(-c2ccccc2)nc(N2CCN(C)CC2)c1C(C)=O	-1.8%[9.24 µM]	-22.9	7.9%	-13.6%	?	?	-4.3%	-2.4%	0.0
O=C(CCNC(=O)c1ccc(Br)cc1)NCCCN1CCCC1=O	4.9%	4.8	4.0%	-28.6%	14.3%	21.8%	-7.0%	-7.4%	15.5

Assay outcomes: PubChem BioAssay, National Center for Advancing Translational Sciences (NCATS)
